Growth percent in the NCI-60 one-dose screen (48 h, 10 µM unless noted): 100 = growth as untreated, 0 = no growth, -100 = all killed.
ACHN: ACHN renal cancer | hit rate 4.9% among 81,000 | AID 1794771
A498: A498 renal cancer cells. hit rate 5.4% among 76,000
SN12C: SN12C renal cancer cells; AID 1794767; hit rate 3.8% among 81,000
CAKI-1: CAKI-1 renal cancer. hit rate 4.7% among 75,000
UO-31: UO-31 renal cancer | hit rate 5.2% among 81,000
RXF 393: RXF 393 renal cancer cells | hit rate 6.9% among 77,000
U251: U251 CNS tumor cells; hit rate 5.4% among 80,000
TK-10: TK-10 renal cancer cells. AID 1794769. hit rate 3.9% among 81,000
786-0: 786-0 renal cancer cells | hit rate 5.1% among 81,000
Active calls of the source: *; / = not tested or not shown; & = joins results of further samples; ! = a repeat was not active. The calls were made as follows: active = growth percent below 10; inactive = the rest. No enrichment for hits; 12% or so of the library scored in one or more.

Short keys – A = ACHN; B = A498; C = SN12C; D = CAKI-1; E = UO-31; F = RXF 393; G = U251; H = TK-10; I = 786-0
> CCOC(=O)c1ccc(Nc2ccnc(SCC(=O)c3ccc(OC)cc3)n2)cc1
  A: 98; B: 110; C: 93; D: 80; E: 79; F: 90; G: 102; H: 109; I: 103
> O=S(=O)(c1ccccc1)C1CCCCC1
  A: 97; B: 114; C: 107; D: 103; E: 97; F: 106; G: 99; H: 91; I: 99
> COc1cc(CCN=Cc2ccccc2O)c([N+](=O)[O-])cc1OC
  A: 97; B: 119; C: 103; D: 87; E: 79; F: 111; G: /; H: 97; I: 93
> Nc1ccc(N2N=C(N3CCCC3)CC2=O)cc1
  A: 99; B: 118; C: 94; D: 100; E: 75; F: 97; G: 104; H: 112; I: 103
> O=C(Oc1ccc2ccc(=O)oc2c1)c1ccc(Cl)cc1
  A: 106; B: /; C: 99; D: 98; E: 87; F: 116; G: 106; H: 125; I: 100
> CCCCCCNC(=O)Oc1ccc(/C(=C(/CC)Cc2ccccc2)c2ccc(OCCN3CCCCC3)cc2)cc1
  A: 100; B: /; C: 81; D: 97; E: 60; F: 74; G: 69; H: 94; I: 79
> COc1cc(NCCCCN=C(N)N)c2ncccc2c1
  A: 94; B: 74; C: -15*; D: 98; E: 90; F: 112; G: 49; H: 71; I: 92
> O=C(CSc1nnc(-c2ccccc2)o1)Nc1ccc(C(=O)/C=C/c2ccc(Cl)cc2)cc1
  A: 104; B: 100; C: 94; D: /; E: 98; F: 106; G: 75; H: 104; I: 103
> Clc1ccc(CNc2c3ccccc3nc3ccccc23)cc1
  A: 23; B: 21; C: 39; D: 41; E: 27; F: 30; G: 46; H: 50; I: 35
> CSc1nc(-c2ccco2)c(C#N)c(-n2nc(C)cc2C)n1
  A: 101; B: 75; C: 100; D: /; E: 87; F: 119; G: 107; H: 99; I: 98
> O=C1SCN(Cc2ccccc2)CN1Cc1ccccc1
  A: 107; B: 78; C: 96; D: 96; E: 58; F: 108; G: 99; H: 111; I: 114
> CC1C2CCC(C2)C1COCCOCCO (stereo not drawn)
  A: 106; B: 84; C: 109; D: 105; E: 99; F: 116; G: 92; H: 109; I: 104
> CCN(CC)c1cc2c(cc1Br)-c1ccccc1C2=O
  A: 83; B: 85; C: 99; D: 87; E: 76; F: 105; G: 93; H: 102; I: 114
> O=C1C=CC(=O)c2c1nc1n2CCCC1
  A: 81; B: 96; C: 74; D: 96; E: 91; F: 97; G: /; H: 109; I: 93
> CCCC1CCCCN1C (stereo not drawn)
  A: 104; B: /; C: 100; D: 99; E: 83; F: 114; G: 98; H: 105; I: 95
> Cc1cccc2c1S/C(=C/c1ccc([N+](=O)[O-])cc1)C2=O
  A: 102; B: 60; C: 99; D: 91; E: 80; F: 140; G: 78; H: 166; I: 106
> O=Cc1c(OCc2cnnn2CC(=O)Nc2ccccc2)ccc2ccccc12
  A: 94; B: 90; C: 101; D: 98; E: 84; F: 97; G: 96; H: 121; I: 106
> CC1=CC2C(O)c3ccccc3N3C(=O)COC23C=C1 (stereo not drawn)
  A: 100; B: 105; C: 96; D: /; E: 81; F: 111; G: 99; H: 107; I: 100
> Oc1ccc2ccccc2c1CN1CC2CCC(CC2)C1
  A: 103; B: 111; C: 82; D: 102; E: 65; F: 111; G: 105; H: 107; I: 116
> COc1ccc(-c2nc(SCc3cc(=O)oc4ccc(OC)cc34)[nH]c(=O)c2C(=O)NC(C)(C)C)cc1
  A: 99; B: /; C: 105; D: 100; E: 85; F: 98; G: 100; H: 99; I: 98

Sorted by count of non-hydrogen atoms (smallest number first): 4 of the compounds above.
Short keys – A = ACHN; B = A498; C = SN12C; D = CAKI-1; E = UO-31; F = RXF 393; G = U251; H = TK-10; I = 786-0
> O=S(=O)(c1ccccc1)C1CCCCC1
  A: 97; B: 114; C: 107; D: 103; E: 97; F: 106; G: 99; H: 91; I: 99
> Oc1ccc2ccccc2c1CN1CC2CCC(CC2)C1
  A: 103; B: 111; C: 82; D: 102; E: 65; F: 111; G: 105; H: 107; I: 116
> CSc1nc(-c2ccco2)c(C#N)c(-n2nc(C)cc2C)n1
  A: 101; B: 75; C: 100; D: /; E: 87; F: 119; G: 107; H: 99; I: 98
> O=Cc1c(OCc2cnnn2CC(=O)Nc2ccccc2)ccc2ccccc12
  A: 94; B: 90; C: 101; D: 98; E: 84; F: 97; G: 96; H: 121; I: 106

Going on with the list.
Short keys – A = ACHN; B = A498; C = SN12C; D = CAKI-1; E = UO-31; F = RXF 393; G = U251; H = TK-10; I = 786-0
> O=C(Oc1ccc[nH]c1=O)C1CC1
  A: 96; B: 110; C: 100; D: 101; E: 84; F: 107; G: 98; H: 100; I: 97
> CCOC(=O)c1c[nH]c(=O)cc1O
  A: 105; B: 83; C: 97; D: 96; E: 90; F: 100; G: 88; H: 94; I: 95
> O=C(CN1CCN(c2cc3c(cc2F)c(=O)c(C(=O)O)cn3C2CC2)CC1)Nc1ccc(Cl)cc1
  A: 84&53; B: 46&69; C: 91&90; D: 78&67; E: 7.1*!; F: 84&75; G: 102&44; H: 127&86; I: 84&70
> O=C(O)CCCCCCNC(=O)c1nc(-c2ccccc2)n(-c2ccc(Cl)cc2)n1
  A: 104; B: 82; C: /; D: 100; E: 92; F: 115; G: 107; H: 90; I: 97
> CC(C)(C)c1ccc(C(=O)N/N=C/c2ccc(O)cc2O)cc1
  A: 15; B: 14; C: 23; D: 15; E: 12; F: -4.0*; G: 20; H: 40; I: 20
> CCN(CC)CCCC(C)Nc1nc(C)cc(COC)n1 (stereo not drawn)
  A: 108; B: 95; C: 103; D: 100; E: 94; F: 105; G: 101; H: 99; I: 99
> N#CCCCc1cn(-c2ncc(-c3ccc(C(F)(F)F)cc3)c(NC3CCCCCC3)n2)nn1
  A: 88; B: 58; C: 86; D: 92; E: 52; F: 81; G: 70; H: 92; I: 92
> O=C1CCCN1CCn1cc(C(F)(F)F)c2c(Cl)ncnc21
  A: 100; B: 106; C: 102; D: /; E: 104; F: 113; G: 100; H: 109; I: 104
> O=C(O)c1ccccc1C(=O)Nc1cccc([N+](=O)[O-])c1
  A: 105; B: 98; C: 95; D: 138; E: 86; F: 139; G: 105; H: 138; I: 101
> CCNC(=O)Oc1ccc(/C(=C(/C)Cc2ccc(OC)cc2)c2ccc(OCCN(CC)CC)cc2)cc1
  A: 82; B: 80; C: 69; D: 61; E: 43; F: 50; G: 34; H: 66; I: 54

Four compounds from above, limited to A498:
SMILES	A498
O=C1SCN(Cc2ccccc2)CN1Cc1ccccc1	78
CC1C2CCC(C2)C1COCCOCCO (stereo not drawn)	84
CCN(CC)c1cc2c(cc1Br)-c1ccccc1C2=O	85
O=C1C=CC(=O)c2c1nc1n2CCCC1	96

Going on with the list.
Short keys – A = ACHN; B = A498; C = SN12C; D = CAKI-1; E = UO-31; F = RXF 393; G = U251; H = TK-10; I = 786-0
> O=C(O)c1ccccc1N/C=C/C(=O)c1cc2ccccc2oc1=O
  A: 93; B: 109; C: 91; D: 81; E: 65; F: 101; G: 100; H: 128; I: 98
> O=C(Nc1cc(C(F)(F)F)ccc1Cl)ON1CCCCC1
  A: 98; B: 115; C: 105; D: 94; E: 95; F: 130; G: 107; H: 103; I: 114
> Fc1cccc(-c2ccc(F)cc2F)c1
  A: 111; B: 98; C: 110; D: 97; E: 92; F: 116; G: 104; H: 102; I: 104
> Cc1c([N+](=O)[O-])oc2c1C(=O)NCCC2
  A: 103; B: 94; C: 99; D: 96; E: 89; F: 116; G: 98; H: 97; I: 104
> Clc1ccc(I)cc1
  A: 100; B: 95; C: /; D: 94; E: 66; F: 185; G: 97; H: 111; I: 100
> CCOC(=O)c1c2c(c(C)n1Cc1ccccc1)-c1nn(Cc3ccc(Cl)cc3)cc1CC2
  A: 83; B: 136; C: 96; D: 72; E: 76; F: 73; G: 90; H: 100; I: 85
> CCCCCCCN(CCCCCCC)CC(O)c1ccc2ccc3ccc(Cl)cc3c2c1 (stereo not drawn)
  A: 70; B: 105; C: 105; D: 83; E: 77; F: 77; G: 97; H: 101; I: 96
> CCCCCCC(=O)CC(=O)OCC
  A: 100; B: 104; C: 97; D: 100; E: 95; F: 107; G: 98; H: 106; I: 104
> CC(C)N=C(N)/N=C(\N)Nc1ccc2ccc3ccccc3c2c1
  A: -89*; B: -74*; C: -85*; D: -81*; E: -58*; F: -90*; G: -68*; H: -90*; I: -70*
> CCS(=O)(=O)c1ncnc2nc[nH]c12
  A: 106; B: 93; C: 94; D: 100; E: 93; F: 113; G: 96; H: 98; I: 95
> CCC(=O)Oc1ccc2c(c1)CC[C@@H]1[C@@H]2CC[C@]2(C)C[C@H](OC(=O)CC)C[C@@H]12
  A: 73; B: 7.9*; C: 70; D: 65; E: 72; F: 86; G: 48; H: 105; I: 68
> Cc1nnc(/N=C2\NC(=O)/C(=C/c3ccc(N(C)C)cc3)S2)s1
  A: 72; B: 67; C: 84; D: /; E: 71; F: 77; G: 72; H: 87; I: 77
> COc1ccc(OC)c(NC(=O)NN(C)C)c1
  A: 109; B: /; C: 94; D: 85; E: /; F: 101; G: 102; H: 104; I: 95
> CC(=O)C1C(=O)C(=O)N(c2ccc([N+](=O)[O-])cc2)C1=O (stereo not drawn)
  A: 104; B: 86; C: 101; D: 99; E: 85; F: 106; G: 94; H: 113; I: 106
> Cn1c(Cl)cc2c1-c1oncc1CC2
  A: /; B: 79; C: 101; D: 99; E: 98; F: 108; G: 107; H: 103; I: 94
> CN1C(=O)/C(=C/c2ccc(C(=O)Nc3nccs3)cc2)SC1=S
  A: 85; B: 116; C: 92; D: 84; E: 88; F: 102; G: 92; H: 106; I: 97
> Oc1ccc(C(O)(c2ccccc2)c2ccccc2)cc1
  A: 101; B: 103; C: 102; D: 100; E: 81; F: 118; G: 110; H: 115; I: 109
> O=C(O)c1cccc([N+](=O)[O-])c1Br
  A: 110; B: 99; C: 102; D: 102; E: 94; F: 108; G: 98; H: 104; I: 106
> COC(=O)c1nc2cc(-c3ccc(OC)cc3)cnc2n1C
  A: 111; B: 93; C: 103; D: 105; E: 93; F: 96; G: 110; H: 104; I: 99
> O=C1CC(N2C(=O)/C(=C/C(Cl)=C\c3ccc([N+](=O)[O-])cc3)SC2=S)C(=O)N1c1ccc(O)cc1 (stereo not drawn)
  A: -71*; B: -27*; C: -8.4*; D: 7.9*; E: -75*; F: -70*; G: -39*; H: -1.4*; I: -3.2*
> Clc1cc(Cl)cc(Cl)c1
  A: 105; B: /; C: 102; D: 99; E: 80; F: 116; G: 98; H: 90; I: 96
> COC(=O)C1=C(C(=O)OC)C(C(=O)OC)N2C=CC=CC2=C1C(=O)OC (stereo not drawn)
  A: 101; B: /; C: 103; D: 98; E: 88; F: 105; G: /; H: 99; I: 102
> Cc1ccc(N)cc1F
  A: 100; B: 98; C: 96; D: 74; E: 93; F: 104; G: 96; H: 123; I: 93
> Cc1cc[n+](CC(=O)c2ccc3ccccc3c2)cc1
  A: 106; B: 93; C: 103; D: 98; E: 84; F: 95; G: 105; H: /; I: 88
> CCC(c1ccc(OC)cc1)C(CC)c1ccc(O)c(CN2CCCCC2)c1 (stereo not drawn)
  A: 82; B: 73; C: 66; D: 62; E: 40; F: 54; G: 73; H: 85; I: 60
> O=c1oc2ccc([N+](=O)[O-])cc2cc1Br
  A: 117; B: 100; C: 105; D: 95; E: 89; F: 108; G: 101; H: 105; I: 112
> COc1cccc(OC)c1OC(=O)c1ccccc1
  A: 107; B: 86; C: 91; D: 88; E: 77; F: 109; G: 95; H: 114; I: 106
> Nc1cc(O)cc2cccnc12
  A: 77; B: 118; C: 73; D: 80; E: 48; F: 135; G: 87; H: 104; I: 105
> O=C1C(O)=CC(=C(c2ccccc2)c2ccccc2)c2ccccc21
  A: 83; B: /; C: 82; D: 85; E: 71; F: 95; G: 84; H: 112; I: 116
> Clc1ccc2oc3c(NCCCn4ccnc4)c4ccccc4nc3c2c1
  A: 9.1*; B: 14; C: 38; D: 31; E: 30; F: 24; G: 12; H: /; I: 6.7*
> C=CCN1C(=O)/C(=C/c2ccccc2)SC1=Nc1ccc(Cl)c(Cl)c1
  A: 99; B: 92; C: 92; D: 84; E: 76; F: 107; G: 100; H: 108; I: 100
> CCCCCCCCn1ccc2cc(NC(=O)Cn3cc(CN4CCC(C)CC4)nn3)ccc21
  A: 55; B: 88; C: 34; D: 11; E: -88*; F: 25; G: -58*; H: 81; I: 0.9*
> O=c1oc2ccccc2c2ccccc12
  A: 102; B: 107; C: 96; D: 88; E: 84; F: 101; G: 94; H: 90; I: 87
> CCn1c(SCC(=O)c2ccc(Br)cc2)nnc1-c1cc2c([nH]c3ccccc32)c(-c2cccc(O)c2)n1
  A: 61; B: 74; C: 97; D: 84; E: 70; F: 1.8*; G: 59; H: /; I: 33
> O=C(/C(=C(\C(=O)c1ccccc1)c1ccccc1)c1ccccc1)c1ccccc1
  A: 39; B: 80; C: 62; D: 58; E: 63; F: 70; G: 47; H: 87; I: 70

Screening results (PubChem BioAssay)
